Screening data deposited in PubChem BioAssay by Sanford-Burnham Center for Chemical Genomics.
EBI2 block: blocks human EBI2 receptor beta-arrestin signaling; EBI2 beta-arrestin recruitment, luminescence, 7a,25-OHC stimulated; inhibition, % at 5 µM; 360,000 compounds, 0.81% hits; in the data active means inhibition above about 38%;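 further: enzyme fragment complementation signal reports receptor beta-arrestin coupling in cells; 0% = agonist plus DMSO wells and 100% = wells without agonist; some results beyond the cut were filed as inactive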
Target sequence (P32249 whole entry, looked up, the tested form may be a part): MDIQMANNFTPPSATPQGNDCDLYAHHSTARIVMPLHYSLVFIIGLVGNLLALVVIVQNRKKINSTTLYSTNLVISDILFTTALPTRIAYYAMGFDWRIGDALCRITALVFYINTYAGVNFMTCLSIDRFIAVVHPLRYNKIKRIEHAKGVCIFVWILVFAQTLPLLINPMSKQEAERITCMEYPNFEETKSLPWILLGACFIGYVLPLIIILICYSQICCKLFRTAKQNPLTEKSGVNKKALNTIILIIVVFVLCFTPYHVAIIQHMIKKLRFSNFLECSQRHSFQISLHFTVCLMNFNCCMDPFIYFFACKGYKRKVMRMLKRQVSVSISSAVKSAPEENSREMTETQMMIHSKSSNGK
ATG4B inhibitor: inhibitors of human ATG4B cysteine protease; Q9Y4P1; ATG4B cleavage of LC3-PLA2, NBD-HPC fluorescence, 1 h; inhibition, % at 8.33 µM; 340,000 compounds, 0.51% hits; AID 504462; in the data active means inhibition above about 40%
Target sequence (Q9Y4P1 whole entry, looked up): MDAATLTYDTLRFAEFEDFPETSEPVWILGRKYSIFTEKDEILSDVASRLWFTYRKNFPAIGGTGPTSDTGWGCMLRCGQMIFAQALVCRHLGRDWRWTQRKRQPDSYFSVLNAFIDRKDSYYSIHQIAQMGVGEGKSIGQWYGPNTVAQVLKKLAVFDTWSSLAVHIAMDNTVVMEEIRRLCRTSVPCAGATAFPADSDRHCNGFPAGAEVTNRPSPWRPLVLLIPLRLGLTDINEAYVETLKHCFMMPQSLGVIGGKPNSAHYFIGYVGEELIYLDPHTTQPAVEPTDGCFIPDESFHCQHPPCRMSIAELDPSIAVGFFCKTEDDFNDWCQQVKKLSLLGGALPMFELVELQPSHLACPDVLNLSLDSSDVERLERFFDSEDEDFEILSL
CXCR6 inh: inhibitors of human CXCR6 receptor; O00574; 360,000 compounds, 0.36% hits; inhibition, % at 20 µM; CHO-K1 PathHunter CXCR6 beta-arrestin, luminescence; in the data active means inhibition above about 34%, passing the limit was not always enough;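 further: antagonist mode with CXCL16 agonist at 10 nM final; 0% = 10 nM CXCL16 with DMSO and 100% = unstimulated wells without agonist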
APJ antag: antagonists of human APJ apelin receptor; P35414; CHO-K1 APJ beta-arrestin complementation, luminescence; inhibition, % at 20 µM; 330,000 compounds, 0.32% hits; AID 2521;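 active means inhibition above about 40% at 20 µM, limit read from the data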;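 further: cells challenged with 10 nM apelin-13 agonist together with compound; plate controls were apelin-13 plus DMSO wells for no effect and DMSO wells lacking apelin-13 for full effect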
CCR6 antagonist: antagonists of human CCR6 receptor; 340,000 compounds, 0.49% hits; AID 493098; P51684; inhibition, % at 20 µM; CHO-K1 CCR6 PathHunter beta-arrestin, luminescence, CCL20-stimulated;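 active means compounds whose inhibition of the agonist-driven luminescence signal at 20 µM reaches about 50%, limit read from the data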;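 further: cells stimulated with CCL20 at 14 nM final; plate controls were DMSO with CCL20 for no effect and DMSO without agonist for full effect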
Gli-Sufu block: blocks Gli-Sufu signaling in a luciferase reporter. Sufu-KO-LIGHT fibroblasts, Gli luciferase reporter luminescence. inhibition, % at 5 µM. 340,000 compounds, 0.74% hits. AID 588413;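 active means inhibition above about 55%, limit read from the data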;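 further: 0% = DMSO-treated cells and 100% = wells with medium but no cells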
UBC13 polyUb: inhibitors of human UBC13 polyubiquitin chain formation | inhibition, % at 20 µM | TR-FRET | 330,000 compounds, 0.47% hits | AID 485273 | P61088; in the data active means inhibition above about 45%, passing the limit was not always enough
Target sequence (P61088 whole entry, looked up): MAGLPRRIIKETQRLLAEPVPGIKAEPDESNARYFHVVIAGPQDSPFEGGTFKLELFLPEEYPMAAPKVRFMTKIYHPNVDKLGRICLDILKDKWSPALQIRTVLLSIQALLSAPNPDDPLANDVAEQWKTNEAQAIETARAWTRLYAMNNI
APJ agonist: agonists of human APJ apelin receptor | 330,000 compounds, 0.11% hits | activation, % at 20 µM | P35414 | CHO-K1 APJ PathHunter beta-arrestin, luminescence; 0% DMSO wells, 100% apelin;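 active means activation more than six SD over the plate average, tested at 20 µM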;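 further: 0% = DMSO alone and 100% = apelin-13 at 10 nM; some results filed as inactive read as strong as hits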
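Assay system – PathHunter CHO-K1 APJ (AGTRL-1) beta-arrestin reporter cells · Compound – one dose, 20 µM compound, 1% DMSO · Timing – compound 90 min 25 °C, reagent 1 h · Measured by – luminescence from split beta-galactosidase complementation, Galacton Star/Emerald II substrate · Measure – beta-arrestin recruitment to APJ as agonist activity, luminescent signal · Benchmarks – DMSO vs Apelin-13 10 nM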
* = called active by the depositor; . = not tested or not shown.

SMILES	EBI2 block	ATG4B inhibitor	CXCR6 inh	APJ antag	CCR6 antagonist	Gli-Sufu block	UBC13 polyUb	APJ agonist
O=C(OCC(=O)N1CCc2ccccc21)[C@@H]1CC(O)CN1S(=O)(=O)c1ccccc1[N+](=O)[O-] (stereo partly specified)	6	-11	0	-3	3	0	8	-1
CCOC(=O)c1cn(-c2ccc(F)c(F)c2F)c2c(F)c(F)c(F)cc2c1=O	1	0	-1	-7	-12	4	5	-5
CCOc1ccc(N2CC(C(=O)Nc3nnc(Cc4ccc(OC)cc4)s3)CC2=O)cc1 (stereo unspecified)	7	-8	-6	6	2	-1	0	-3
Nc1cc(=O)[nH]c(SCCOc2ccccc2)n1	3	12	-4	-17	0	8	-4	2
Cc1c(Cl)cccc1NC(=S)NC1CC1	-9	-2	-2	13	-6	-2	7	-2
CN(C)CCCN1C(=O)c2oc3ccc(Cl)cc3c(=O)c2C1c1cccnc1 (stereo unspecified)	-4	-7	1	3	-7	4	7	-1
CCC(C)(C(=O)NC1CCCC1)N(C(=O)CNC(C)=O)c1ccccc1 (stereo unspecified)	9	-12	2	-6	3	1	-2	3
O=C(COC(=O)c1ccc(S(=O)(=O)N2CCOCC2)cc1)Nc1ccccc1F	-6	1	-1	-2	1	-42	0	-4
NC(=O)CSc1nc(C2CC2)nc2sc3c(c12)CCCC3	3	0	-4	2	4	-94	-15	0
O=C(NNC(=S)Nc1ccc(Br)cc1)c1cccnc1	3	1	15	22	15	-25	2	-1
CCOC(=O)C1=C(COC(=O)Cc2ccccc2F)NC(=O)NC1C (stereo unspecified)	-9	8	-12	-61	3	-6	-2	1
CC1=C(C(=O)OC2CCCCC2)C(c2cccc([N+](=O)[O-])c2)NC(=O)N1 (stereo unspecified)	-17	-11	-2	-11	0	7	-2	-3
Cc1ccc(C(=O)NCCC(=O)N2CCCC2)cc1	-7	3	-3	8	9	-57	3	0
Cc1cc(NC(=O)CSc2nnnn2-c2ccccc2F)no1	-8	-7	-3	-2	3	3	4	-3
Cc1cnc(C(=O)OCC(=O)N=c2sccn2Cc2ccccc2Cl)cn1	-4	3	8	15	2	3	-3	13
COC(=O)C(C)SC1=N/C(=C/c2ccc(-n3cncn3)cc2)C(=O)N1 (stereo unspecified)	7	1	7	23	7	-1	12	1
Cc1ccc(NC(=O)CN(C)C(=O)CSc2nc(C)cc(C)n2)cc1	-18	4	2	3	4	-19	-8	-6
Cc1cc(Br)cc(Br)c1OCC(=O)NNC(=O)c1ccoc1C	0	3	-4	3	-3	6	-1	-3
CCOc1ccc(C2c3[nH]c4ccccc4c3CCN2C(=O)Cn2cncn2)cc1 (stereo unspecified)	-8	1	1	-9	-8	11	0	-3
Cc1c(CC(=O)O)c(=O)oc2cc3occ(-c4ccc(F)cc4)c3cc12	-2	4	4	-5	4	.	-7	0
CCCc1c(C(=O)OCC)[nH]c2c1C(=O)CCC2	-9	4	-3	-1	6	-1	0	-1
Cc1cc2ccccc2n1CCNC(=O)c1ccc(S(=O)(=O)N2CCCCC2)cc1	-3	-14	1	4	-6	-4	-3	-3
C#CCNC(=O)C1=C[C@H](c2ccc(C(F)(F)F)cc2)[C@@H](CCCO)[C@H](OCC)O1	-14	-2	-2	-13	7	-4	-1	2
CC(NC(=O)C1CCCC1)c1ccccc1 (stereo unspecified)	-18	6	11	.	8	-12	.	.
Cc1cc(-c2ccccc2)n(-c2ccc(C(N)=O)cc2)n1	-14	0	-13	9	-4	2	12	-1
SMILES	EBI2 block	ATG4B inhibitor	CXCR6 inh	APJ antag	CCR6 antagonist	Gli-Sufu block	UBC13 polyUb	APJ agonist
O=C1c2[nH]nc(-c3ccccc3O)c2C(c2ccc(F)cc2)N1Cc1ccco1 (stereo unspecified)	-4	0	6	10	16	5	-6	-3
O=C1/C(=C/c2cccnc2)SC(=S)N1N1CCOCC1	-9	1	-2	3	-1	6	-8	6
O=C(CCNS(=O)(=O)c1ccc(OC(F)(F)F)cc1)NCCc1c[nH]c2ccccc12	32	-14	-5	-11	0	-3	11	-2
CC(C)c1ccccc1NC(=S)NCc1ccccc1F	-4	12	0	6	10	-4	-4	-5
O=C(CCn1c(=O)oc2ccccc21)NC1=NCCS1	1	-9	-2	21	10	-13	1	3
CCOC(=O)c1c(NC(=O)CSc2nc3ccccc3c(=O)n2-c2ccc(F)cc2)sc(C(C)=O)c1C	7	-4	-4	-14	11	28	8	-4
C/C(=N\NC(=O)C1CC1)c1ccc(C)c(C)c1	-2	-8	-1	10	1	-6	-3	-10
COc1ccc(CN2C(=O)c3ccccc3C2C(=O)NCC2CCCO2)c(OC)c1 (stereo unspecified)	-7	2	-6	8	9	0	-5	1
Cc1onc(-c2ccccc2Cl)c1C(=O)NCc1ccccc1	-8	-3	-3	3	-8	1	6	-5
O=C(CC(CC(=O)c1ccccc1)C(=O)O)c1ccccc1	-6	-8	-6	5	8	1	1	-2
Cc1ccc(S(=O)(=O)/N=C(/Sc2ccccc2C(=O)O)c2ccccc2)cc1	1	5	2	-6	12	1	-9	1
Cc1ccc(SCC(=O)Nc2cccc(C(=O)NC(C)(C)C)c2)cc1	-1	-5	-9	-13	8	1	-4	-3
O=C(CN1C(=O)CSC1=O)Nc1ccccc1F	4	-8	3	6	-8	5	5	-2
COc1ccccc1CC(NC(C)=O)C(=O)N1CCN(C(=O)Nc2ccccc2Cl)CC1 (stereo unspecified)	-5	3	-3	21	2	18	-9	-2
Cc1c(Cl)cnn1CC(=O)NC1C(=O)N2C(C(=O)O)=C(CSc3nnnn3C)CSC12 (stereo unspecified)	2	-5	1	0	4	-4	-1	-3
N#Cc1cn(Cc2ccncc2)c(=O)[nH]c1=O	-3	-4	-5	-11	-3	-1	-9	-1
Cc1cc(NN)nc(NS(=O)(=O)c2ccccc2Cl)n1	-6	-7	1	-13	-9	1	-1	-1
CC(Oc1cc2oc(=O)c3c(c2cc1Cl)CCC3)C(=O)NCc1ccccn1 (stereo unspecified)	3	0	5	16	-3	-4	-4	-2
O=CN1CCCN(C(=O)CC2C(=O)NCCN2Cc2cccc(Oc3ccccc3)c2)CC1 (stereo unspecified)	1	5	-1	-2	7	5	3	4
Cc1ccc2c(c1)C(O)(CC(=O)c1ccc3c(c1)OCO3)C(=O)N2 (stereo unspecified)	-3	1	1	8	1	-6	-7	0
COc1cccc(CN2CC(C(=O)NCCCn3ccnc3C)CCC2=O)c1 (stereo unspecified)	9	16	4	12	10	-18	4	-1
CC1(c2ccc(Cl)cc2)NC(=O)N(CC(=O)NC2CCCCC2)C1=O (stereo unspecified)	3	0	4	2	0	0	0	-6
CN(C)C(=O)N1CCC(C(=O)NCc2ccccc2)CC1	-7	-4	-9	-10	-26	1	-5	0
O=C(CSc1nncs1)Nc1ccc2c(c1)OCCO2	-8	1	4	14	-2	-58	6	1
Cn1cnnc1SCC(=O)NCCC(c1ccccc1)c1ccccc1	0	-3	1	2	-4	6	-3	-6
SMILES	EBI2 block	ATG4B inhibitor	CXCR6 inh	APJ antag	CCR6 antagonist	Gli-Sufu block	UBC13 polyUb	APJ agonist
Cc1nn(C(=O)c2ccco2)c(C)c1Sc1ccc([N+](=O)[O-])cc1	-15	-4	-10	17	5	0	-17	4
O=C(COC(=O)c1cccc(OC(F)F)c1)NCC1CCCO1 (stereo unspecified)	-8	3	-5	-1	-1	3	9	-4
Cc1cccc(CSc2cn(CC(=O)N3CCOCC3)c3ccccc23)c1	9	-5	-4	-11	9	-73	9	-1
COC(=O)C(Cc1ccc(O)cc1)NC(=O)C12CC3CC(CC(C3)C1)C2 (stereo unspecified)	-2	-7	-11	-9	-16	1	-7	-1
COc1ccc(S(=O)(=O)NCC2CCCN(C(=O)C3CCCC3)C2)cc1 (stereo unspecified)	-8	-3	-2	-6	4	3	-4	-1
CCOc1ccccc1NC(=O)C1CCN(C(=O)c2cccs2)CC1	3	-2	-3	12	14	-3	-2	-3
CCOC(=O)CCC(=O)NCc1ccc2[nH]c(C)cc2c1	-9	0	2	-3	9	-2	-43	2
O=C(O)c1ccc(NS(=O)(=O)c2ccc(N3CCCC3)c([N+](=O)[O-])c2)cc1	-6	-1	8	-11	13	2	-11	-3
COc1ccc(-c2c(-c3ccsc3)oc(=O)c3cc(OC)c(OC)cc23)cn1	10	-4	4	12	11	0	19	-5
C=CCn1c(SCC(=O)Nc2ccc(N3CCOCC3)cc2)nnc1-c1ccncc1	-5	1	-10	-4	7	-2	1	-2
Cc1cc(C)c(NC(=O)CN2C(=O)CC(C)S(=O)(=O)c3ccccc32)c(C)c1 (stereo unspecified)	-5	-12	-3	15	19	-5	1	-1
COc1ccc(CNCC(=O)Nc2ccccc2-n2cccc2)cc1	-14	12	2	15	8	12	3	-3
Cc1cccc(NC(=S)N2N=CCC2c2ccccc2)c1 (stereo unspecified)	-5	-1	-7	10	10	-51	4	-3
Cc1cc(C)n(C(=O)c2ccccc2[N+](=O)[O-])n1	0	-4	-13	7	19	-12	1	-2

In the list so far, 9 have a Cl atom:
SMILES	EBI2 block	ATG4B inhibitor	CXCR6 inh	APJ antag	CCR6 antagonist	Gli-Sufu block	UBC13 polyUb	APJ agonist
Cc1c(Cl)cccc1NC(=S)NC1CC1	-9	-2	-2	13	-6	-2	7	-2
CN(C)CCCN1C(=O)c2oc3ccc(Cl)cc3c(=O)c2C1c1cccnc1 (stereo unspecified)	-4	-7	1	3	-7	4	7	-1
Cc1cnc(C(=O)OCC(=O)N=c2sccn2Cc2ccccc2Cl)cn1	-4	3	8	15	2	3	-3	13
Cc1onc(-c2ccccc2Cl)c1C(=O)NCc1ccccc1	-8	-3	-3	3	-8	1	6	-5
COc1ccccc1CC(NC(C)=O)C(=O)N1CCN(C(=O)Nc2ccccc2Cl)CC1 (stereo unspecified)	-5	3	-3	21	2	18	-9	-2
Cc1c(Cl)cnn1CC(=O)NC1C(=O)N2C(C(=O)O)=C(CSc3nnnn3C)CSC12 (stereo unspecified)	2	-5	1	0	4	-4	-1	-3
Cc1cc(NN)nc(NS(=O)(=O)c2ccccc2Cl)n1	-6	-7	1	-13	-9	1	-1	-1
CC(Oc1cc2oc(=O)c3c(c2cc1Cl)CCC3)C(=O)NCc1ccccn1 (stereo unspecified)	3	0	5	16	-3	-4	-4	-2
CC1(c2ccc(Cl)cc2)NC(=O)N(CC(=O)NC2CCCCC2)C1=O (stereo unspecified)	3	0	4	2	0	0	0	-6
